KCNQ1 pot = potentiators or activators of KCNQ1 channel, primary screen, cell-based, thallium flux, high-throughput. AID 2648, 2010. hit rate 0.35% among 310,000. Potassium voltage-gated channel subfamily KQT member 1 (Homo sapiens), P51787. B-score at 10 µM. CHO-K1 KCNQ1, thallium flux FluxOR fluorescence; hits give high values;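 active = fluorescence ratio B-score, a plate-corrected score, at least three library SD, with initial intensity B-score within 5 SD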
Target sequence (P51787 whole entry, looked up): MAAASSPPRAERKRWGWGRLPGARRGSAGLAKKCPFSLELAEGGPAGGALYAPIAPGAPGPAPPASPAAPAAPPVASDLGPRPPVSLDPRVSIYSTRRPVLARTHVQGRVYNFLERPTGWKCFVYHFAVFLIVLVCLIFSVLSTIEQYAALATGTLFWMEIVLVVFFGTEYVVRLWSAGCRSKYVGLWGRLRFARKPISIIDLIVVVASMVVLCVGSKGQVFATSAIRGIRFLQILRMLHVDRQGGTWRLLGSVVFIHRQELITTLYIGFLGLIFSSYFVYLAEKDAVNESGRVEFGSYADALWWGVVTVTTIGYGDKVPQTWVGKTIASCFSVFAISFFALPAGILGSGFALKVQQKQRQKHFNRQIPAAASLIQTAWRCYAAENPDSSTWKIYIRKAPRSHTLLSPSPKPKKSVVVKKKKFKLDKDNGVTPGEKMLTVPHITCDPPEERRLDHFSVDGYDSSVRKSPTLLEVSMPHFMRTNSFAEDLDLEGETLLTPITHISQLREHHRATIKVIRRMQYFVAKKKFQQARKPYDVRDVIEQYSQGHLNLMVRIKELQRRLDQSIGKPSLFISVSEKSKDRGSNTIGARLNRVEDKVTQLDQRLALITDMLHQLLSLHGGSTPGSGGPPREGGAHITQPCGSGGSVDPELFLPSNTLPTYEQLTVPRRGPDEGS
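Assay system: stable KCNQ1 CHO-K1 line; medium: assay buffer, equal DMSO in all wells; timing: 90 min dye loading and 20 min compound exposure, both at room temperature; technique: kinetic FluxOR thallium fluorescence, 10-s 1-Hz baseline, 110-s post-stimulus read; read-out basis: B score of baseline-normalized fluorescence ratio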
KCNK9 inh = KCNK9 potassium channel inhibitors, primary screen, HEK293 cells, thallium flux. B-score at 10 µM. AID 488922, 2010. hit rate 1.2% among 310,000. Potassium channel subfamily K member 9 (Homo sapiens), Q9NPC2. FluxOR thallium flux fluorescence; hits give low values;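 active = ratio B-score over 3 SD below the library mean, with starting fluorescence within 5 SD of its mean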;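 note: negative B-score means less thallium flux so channel inhibition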
TMEM16A inh = TMEM16A chloride channel inhibitors, primary screen, cell-based, HTS | Anoctamin-1 (Mus musculus), Q8BHY3 | HEK293 TMEM16A/YFP iodide influx fluorescence, ionomycin | normalized B-score (activity score, 25-100; higher = stronger inhibition) at 10 µM | hit rate 1.2% among 310,000 | AID 588511, 2011;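 active = ratio plate-corrected score three or more library SD toward inhibition, starting fluorescence score within five deviations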;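 note: score derived from kinetic fluorescence span divided by baseline fluorescence per well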
RGS4 inh = RGS4 inhibitors, primary screen, cell-based, HEK293 M3R inducible RGS4, calcium flux; Fluo-4 calcium flux; hits give high values; triggered by carbachol at its EC20; B-score at 10 µM; hit rate 0.45% among 310,000; AID 463165, 2010;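 active = B-score, a plate-corrected calcium signal, over three deviations above library mean, with baseline fluorescence within five deviations of library mean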;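 note: RGS4 expression induced by doxycycline in cells with stable M3 receptor; B-score is computed from the integrated fluorescence ratio over baseline after carbachol; higher B-score means a larger calcium signal and so more RGS4 inhibition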
Target sequence (P49798 whole entry, looked up): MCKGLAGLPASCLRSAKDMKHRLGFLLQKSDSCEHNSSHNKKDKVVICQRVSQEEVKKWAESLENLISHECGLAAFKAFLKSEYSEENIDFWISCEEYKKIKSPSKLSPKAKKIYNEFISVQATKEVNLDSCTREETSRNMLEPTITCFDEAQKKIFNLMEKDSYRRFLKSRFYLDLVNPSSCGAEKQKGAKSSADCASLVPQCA
hERG protect = hERG rescue from dofetilide block, primary screen, cell-based, CHO-hERG, FluxOR thallium flux, dofetilide IC70. dofetilide IC70 present. activation (rescue from dofetilide block), less the hit threshold, % at 10 µM. hit rate 0.51% among 310,000. AID 1511, 2009;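 active = activation above the mean of controls blocked by dofetilide plus 5 SD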;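 note: thallium influx through hERG after potassium depolarization seen as dye fluorescence rise; in these data hits start at about 4.7%; inactives centre near -7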
MrgX1 allo act = positive allosteric modulators of MrgX1, primary screen, HEK293 cells, Fluo-4 calcium flux; Mas-related G-protein coupled receptor member X1 (Homo sapiens), Q96LB2; hit rate 0.63% among 310,000; FDSS; hits give high values; B-score at 10 µM;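 active = plate-corrected calcium response at least 3 library SD above typical, normal starting fluorescence, not activating the receptor alone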;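 note: compound read alongside a low EC10 to EC30 dose of BAM8-22 agonist; peak minus trough fluorescence over baseline measured at the second addition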
KCNK3 block = human KCNK3 channel inhibitors, primary screen, CHO cells, FluxOR thallium flux, B-score; FluxOR fluorescence; hits give low values; B-score at 10 µM; hit rate 0.84% among 340,000;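 active = B-score under library mean minus 4 SD, starting fluorescence ratio at most library mean plus 5 SD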;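 note: more negative B-score means stronger inhibition of thallium flux through KCNK3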
MrgX1 ag = agonists of human MrgX1 receptor, primary screen, HEK293 cells, Fluo-4 calcium flux; Mas-related G-protein coupled receptor member X1 (Homo sapiens), Q96LB2; Fluo-4 calcium fluorescence, agonist mode; hits give high values; B-score at 10 µM; hit rate 0.44% among 310,000;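 active = calcium response B-score plate-corrected fluorescence ratio at least 3 library SD, with starting fluorescence B-score inside 5 SD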
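Assay system: stable human MrgX1 HEK293 cell line. Quantity: 15,000 cells per well. Schedule: cells plated overnight, dye loaded 0.5 h 37 °C, 0.5 h room temperature. Detection: Fluo-4 NW calcium-flux fluorescence, kinetic read. Read-out basis: peak-minus-minimum fluorescence over baseline, converted to B scores. Control set: positive and negative control wells on each plate.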
RGS4 act = RGS4 potentiators or activators, primary screen, cell-based, HEK293 M3R inducible RGS4, calcium flux; B-score at 10 µM; carbachol calcium flux Fluo4; hits give low values; hit rate 0.92% among 310,000; AID 463111, 2010;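 active = B-score of the integrated calcium signal more than 4 SD below the library mean, with starting fluorescence not abnormally high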;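 note: negative B-score means reduced calcium response which marks RGS4 activation or potentiation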
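Material: M3R-expressing HEK293 line, RGS4 induced by doxycycline | Schedule: Overnight RGS4 induction, 30 min dye load 37 °C, 20 min compound RT | Measured by: Fluo4 fluorescence kinetic imaging of calcium | Read-out: Integrated calcium ratio converted to B score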
ANO1 activ = TMEM16A chloride channel activators or potentiators, primary screen, cell-based, HTS. Anoctamin-1 (Mus musculus), Q8BHY3. HEK293 TMEM16A/YFP-H148Q/I152L, iodide quench fluorescence; hits give low values. B-score at 10 µM. hit rate 0.3% among 340,000. AID 623877, 2012;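 active = fluorescence-ratio B-score plate-corrected deviation score at least 3 library SD below zero, with starting fluorescence score within 5 deviations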;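 note: channel opened by trigger with iodide after compound preincubation; score built on the fluorescence ratio of max minus min over baseline; more negative score means more quench and so TMEM16A activation or potentiation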
KCNQ1 inh = inhibitors of human KCNQ1 channel, primary screen, cell-based, thallium flux, high-throughput; B-score at 10 µM; AID 2642, 2010; CHO-K1 KCNQ1, FluxOR thallium flux fluorescence; hits give high values; Potassium voltage-gated channel subfamily KQT member 1 (Homo sapiens), P51787; hit rate 1.3% among 310,000;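 active = compounds whose thallium flux B-score, printed positive for inhibition, exceeds three library SD while starting fluorescence stays within three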;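 note: channel opened by potassium depolarization with thallium stimulus after 20 min compound exposure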
* marks the source's active call; other numbers are inactive results; i = inactive; . = no result given. The list is partial; the hit share may differ from the screen's.

SMILES	KCNQ1 pot	KCNK9 inh	TMEM16A inh	RGS4 inh	hERG protect	MrgX1 allo act	KCNK3 block	MrgX1 ag	RGS4 act	ANO1 activ	KCNQ1 inh
O=C(c1sc2ccccc2c1Cl)N1CCC2(CC1)OCCO2	i	i	i	i	-12	i	i	i	i	i	i
CCCCc1nc2ccccc2c(=O)n1-c1ccccc1O	i	i	i	i	-3	i	i	i	i	i	i
Cc1cc(/C=C2\C(=O)NC(=O)N(c3ccc(Br)cc3)C2=O)c(C)n1C	i	i	i	i	-4	i	i	i	i	i	i
CC(C)(C)n1cc(C(=O)c2ccc3ccccc3c2O)cn1	i	i	i	i	-11	i	i	i	i	i	i
O=[N+]([O-])c1ccc(NCc2ccc(Cl)cc2)c2ccncc12	i	i	i	i	-4	i	i	i	i	i	i
CC1CCC(C(=O)NC(C(=O)N2CCC3(CC2)OCCO3)C(C)C)CC1 (centres undefined)	i	i	i	i	-7	i	i	i	i	i	i
CC1=NN(c2ccccc2)C(=O)/C1=C/c1c(O)[nH]c(=O)[nH]c1=O	i	i	i	i	0	i	i	i	i	i	i
CCC(C)n1c(O)c(C=Nc2cccc(C(F)(F)F)c2)c(=O)[nH]c1=S (centres undefined)	i	i	i	i	-4	i	i	i	i	i	i
COc1ccc(-n2c(O)c(C=NCCN3CCN(C(C)=O)CC3)c(=O)[nH]c2=S)cc1	i	i	i	i	-5	i	i	i	i	i	i
COC(=O)C1=C(c2cccc(OC)c2OC)C[C@@H]2CC[C@H]1N2C(=O)NCc1ccco1	i	i	i	i	-4	i	i	i	i	i	i
CCCCn1c(O)c(/C=N/NC(=O)c2ccncc2)c(=O)[nH]c1=O	i	i	i	i	-14	i	i	i	i	i	i
COc1ccc(C(=O)C2CCCN(Cc3ccsc3)C2)cc1OC (centres undefined)	i	i	i	i	-10	i	i	i	i	i	i
C=Cn1ccnc1P(=S)(c1cc(N(CC)CC)ns1)c1nccn1C=C	i	i	i	i	-4	i	i	i	i	i	i
O=S1(=O)N(Cc2ccc(F)cc2)CCCN1Cc1ccccc1Cl	i	-8.3*	i	i	-4	i	-12*	i	i	i	i
CCCC[n+]1cc(=N)o[n-]1	i	i	i	i	-10	i	i	i	i	i	i
CCc1nnc(NC(=O)CCc2nc(C3=CCN(C)CC3)no2)s1	i	i	i	i	-10	i	i	i	i	i	i
CCOP(=O)(OCC)c1cccc(O)c1	i	i	i	i	-9	i	i	i	i	i	i
CCS(=O)(=O)NCc1nnc2n1-c1ccc(Cl)cc1C(c1ccccc1)=NC2	i	i	i	i	-6	i	i	i	i	i	i
O=C(Nc1ccc(Cl)cc1C(=O)c1ccccc1)c1ccc(Br)o1	i	i	i	i	-4	i	i	i	i	i	i
O=C1N(c2nncs2)CCN1[N+](=O)[O-]	i	i	i	i	-8	i	i	i	i	i	i
CCn1cc(/C=c2/sc3n(c2=O)C2c4ccccc4OC(C)(N=3)C2C(=O)OC)c(C)n1 (centres undefined)	i	i	i	i	-18	i	i	i	i	i	i
Cc1cc(C)c(-n2c(O)c(/C=N/N3CCCCC3c3cccnc3)c(=O)[nH]c2=O)c(C)c1 (centres undefined)	i	i	i	i	-1	i	i	i	i	i	i
CN(C)P(=O)(CCl)Nc1ccccc1 (centres undefined)	i	i	i	i	-8	i	i	i	i	i	i
CC(=O)C1C2c3ccccc3OC1(C)N=c1s/c(=C/c3cn(C)nc3C)c(=O)n12 (centres undefined)	i	i	i	i	-7	i	i	i	i	i	i
O=C(CNC(=O)OCc1ccccc1)Nc1ccc(Br)cc1C(=O)c1ccccc1	i	i	i	i	-4	i	i	i	i	i	i
SMILES	KCNQ1 pot	KCNK9 inh	TMEM16A inh	RGS4 inh	hERG protect	MrgX1 allo act	KCNK3 block	MrgX1 ag	RGS4 act	ANO1 activ	KCNQ1 inh
CCOC(=O)N1CCN(C(C)C(=O)c2c[nH]c3ccccc23)CC1 (centres undefined)	i	i	i	i	-8	i	i	i	i	i	i
CCOc1cc2c(cc1OCC)-n1cccc1C(c1c(O)cccc1OC)NC2 (centres undefined)	i	i	i	i	-6	i	i	i	i	.	i
Cc1cc(NC(=O)COC(=O)c2c(C)nn(Cc3ccccc3Cl)c2C)no1	i	i	i	i	-6	i	i	i	i	i	i
O=c1[nH]c(=O)n(Cc2ccco2)c(O)c1C=NC1CCN(Cc2ccccc2)CC1	i	i	i	i	0	i	i	i	i	i	i
COc1cc2c(cc1OC)C(C(=O)N1CCC3(CC1)OCCO3)C(c1ccccc1F)N(C)C2=O (centres undefined)	i	i	i	i	-13	i	i	i	i	i	i
C/C(=N\Nc1ccccc1)c1c(O)[nH]c(=O)[nH]c1=O	i	i	i	i	-5	i	i	i	i	i	i
CC1(C)C(c2ccccc2)=NC(c2cccnc2)=[N+]1[O-]	.	.	i	.	.	i	i	i	.	i	.
O=c1cccc2n1CC1CC2CN(C(c2ccccc2)c2sc3ncnn3c2O)C1 (centres undefined)	i	i	i	i	-7	i	i	i	i	i	i
C/C(=N\NC(=S)Nc1ccccc1)c1c(O)n(C)c(=O)n(C)c1=O	i	i	i	i	-20	i	i	i	i	i	i
CN1C(=O)N(C)C(=O)C2(Cc3cc([N+](=O)[O-])ccc3N(C)C2)C1=O	i	i	i	i	-4	i	i	i	i	i	i
CC(C)CCNC(=O)c1c(N)n(Cc2ccc3c(c2)OCO3)c2nc3ccccc3nc12	i	i	i	i	-7	i	i	i	i	i	i
CCOc1cccc(CNCCc2c(C)[nH]c3ccc(OC(F)(F)F)cc23)c1O	i	i	100*	i	-21	i	i	i	-8.9*	i	12*
CN(C)C(=O)Oc1ccc(Br)cc1C(=O)Nc1ccc(F)c(Cl)c1	i	i	i	i	-13	i	i	i	i	i	i
O=Cc1cn(Cc2ccc(Br)cc2)c2ccccc12	i	i	i	i	-9	i	i	i	i	i	i
COc1cc(/C=C2\C(=O)NC(=O)N(c3ccc(C)cc3)C2=O)cc(OC)c1O	i	i	i	i	-6	i	i	i	i	i	i
CCOc1ccccc1-n1c(O)c(C=Nc2c(C)n(C)n(-c3ccccc3)c2=O)c(=O)[nH]c1=O	i	i	i	i	-3	i	i	i	i	i	i
O=c1[nH]c(O)c(N=Nc2cc(C(F)(F)F)ccc2Cl)c(=O)[nH]1	i	i	i	i	-8	i	i	i	i	i	i
CCOc1cc2c(cc1OCC)-n1cccc1C(c1cc(OC)ccc1F)NC2 (centres undefined)	i	i	i	i	-7	i	i	i	i	i	i
CCOC(=O)c1cccc(-[n+]2c(-c3ccccc3)cc(-c3ccccc3)cc2-c2ccccc2)c1	i	i	i	i	-38	i	i	i	-7.7*	-5.6*	13*
CCc1c(C(=O)NN2C(=O)C3C4CCC(O4)C3C2=O)csc1C (centres undefined)	i	i	i	i	-3	i	i	i	i	i	i
Cc1nc2ccc(Cl)cn2c1P(=S)(N1CCOCC1)N1CCOCC1	i	i	i	i	-8	i	i	i	i	i	i
CCCC(C)C1(CC)C(=O)NC(=O)N=C1N (centres undefined)	i	i	i	i	-4	i	i	i	i	i	i
COc1ccc(CCNC(=O)COC(=O)Cc2ccccc2)cc1	i	i	i	i	-12	i	i	i	i	i	i
COc1ccc(CCn2c(O)c(C=Nc3ccc(F)cc3)c(=O)[nH]c2=O)cc1OC	i	i	i	i	-9	i	i	i	i	i	i
C/C(=N\N1CCCCC1)c1c(O)[nH]c(=O)[nH]c1=O	i	i	i	i	-4	i	i	i	i	i	i
SMILES	KCNQ1 pot	KCNK9 inh	TMEM16A inh	RGS4 inh	hERG protect	MrgX1 allo act	KCNK3 block	MrgX1 ag	RGS4 act	ANO1 activ	KCNQ1 inh
CCOc1ccc(-c2cc(C)[n+](CCN3CCOCC3)c(-c3ccc(OCC)cc3)c2)cc1	i	i	i	i	-11	i	i	i	i	i	i
CN(C)c1ccc(CCN2CCOCC2)cc1	i	i	i	i	-4	i	i	i	i	i	i
Cc1ccccc1-n1c(C)cc(/C=C2/C(=O)NC(=O)N(Cc3ccco3)C2=O)c1C	i	-15*	i	i	-17	i	i	i	i	i	i
CCn1cc(C(=O)c2ccccc2)c2ccccc21	i	i	i	i	-12	i	i	i	i	i	i
CC12CN3CC(C)(CN(C1)C31CCOCC1)C2=O	i	i	i	i	-4	i	i	i	i	i	i
CCn1c(P(C)(=O)O)nc2cc(NC(=O)c3ccccc3F)ccc21	i	i	i	i	-6	i	i	i	i	i	i
COc1nc(C)nc(NC(=O)NS(=O)(=O)c2ccccc2Cl)n1	i	i	i	i	-1	i	i	i	i	i	i
O=c1c2ccccc2nc(CNCC2CCCO2)n1-c1ccc(F)cc1 (centres undefined)	i	i	i	i	-12	i	i	i	i	i	i
CSc1nnc(OC(=O)N(C)C)n1-c1ccc(Cl)cc1	i	i	i	i	-2	i	i	i	i	i	i
OC1C2CN3CN(C2)CC1(c1ccccc1)C3 (centres undefined)	i	i	.	i	-5	.	i	.	i	i	i
CC12CCCCC1N(O)CN2O (centres undefined)	i	i	i	i	-8	i	i	i	i	i	i
O=C1NC(=O)N(c2ccccc2F)C(=O)/C1=C/c1ccc(Sc2nc3ccccc3[nH]2)o1	.	.	i	.	.	i	i	i	.	i	.
COc1ccc(-c2cc(=NCCC(=O)O)c3cc(C)ccc3o2)cc1	i	i	.	i	-13	.	i	.	i	i	i
N#CCCn1cc(C(=O)Nc2ccc([N+](=O)[O-])cc2)c(-c2ccccc2)n1	i	i	i	i	-13	i	i	i	i	i	i

From PubChem
